# Source: PubChem BioAssay (several laboratories)
# Yeast superoxide: lowers age-related superoxide in aged yeast cells; S. cerevisiae aged cells, superoxide DHE fluorescence; hits give low values; superoxide response (% of plate mean), % at 10 µM; hit rate 0.18% among 330,000;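 active means superoxide response under a set limit, about three screen SD below normal, cut at about 65% in these data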;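 further: yeast aged for seven days with compound at 30 °C before DHE staining; 100% = average MFI of all compound-treated wells on the plate with controls excluded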
# procasp3 activ: procaspase-3 (human) activation | P42574 | recombinant procaspase-3 D3A, Ac-DEVD-pNA absorbance 405 nm | activation, % at 8.5 µM | hit rate 0.11% among 330,000 | AID 463141;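 active means activation above the mean of all tested compounds plus 3 SD, cut at about 21% in these data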;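 further: 0% = DMSO alone and 100% = DMSO wells spiked with extra 5 µM PC-3 D3A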
# Target sequence (P42574 whole entry D9A/D28A/D175A): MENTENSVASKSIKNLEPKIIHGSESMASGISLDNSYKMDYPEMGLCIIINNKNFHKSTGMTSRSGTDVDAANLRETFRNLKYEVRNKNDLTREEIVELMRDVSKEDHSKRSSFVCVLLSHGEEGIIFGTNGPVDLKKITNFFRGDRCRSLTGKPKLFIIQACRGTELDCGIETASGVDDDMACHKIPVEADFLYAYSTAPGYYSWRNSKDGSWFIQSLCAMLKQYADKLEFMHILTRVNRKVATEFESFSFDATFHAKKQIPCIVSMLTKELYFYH
#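 Assay system – Procaspase-3 D3A mutant · Benchmarks – DMSO low control, extra-enzyme high control · Technique – 405 nm absorbance of p-nitroaniline, reads at 0 and 120 min · Doses – 8.5 µM nominal · Measure – % activation between DMSO and enzyme-spiked controls · Also added – Ac-DEVD-pNA chromogenic peptide substrate · Schedule – 1 h compound preincubation, 2 h substrate hydrolysis at 25 °C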
# proCasp7 act: activates human procaspase-7, counter-screen for procaspase-3 activators. recombinant procaspase-7, Ac-DEVD-pNA absorbance 405 nm; D23A/D198A/D206A triple mutant, cannot self-cleave; scale: DMSO 0, 5 µM enzyme 100. activation, % at 8.5 µM. hit rate 0.093% among 330,000. AID 463210;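 active means percent activation above the screen-wide mean plus 3 SD, cut at about 25% in these data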
# Target sequence (P55210 whole entry D23A/D198A/D206A): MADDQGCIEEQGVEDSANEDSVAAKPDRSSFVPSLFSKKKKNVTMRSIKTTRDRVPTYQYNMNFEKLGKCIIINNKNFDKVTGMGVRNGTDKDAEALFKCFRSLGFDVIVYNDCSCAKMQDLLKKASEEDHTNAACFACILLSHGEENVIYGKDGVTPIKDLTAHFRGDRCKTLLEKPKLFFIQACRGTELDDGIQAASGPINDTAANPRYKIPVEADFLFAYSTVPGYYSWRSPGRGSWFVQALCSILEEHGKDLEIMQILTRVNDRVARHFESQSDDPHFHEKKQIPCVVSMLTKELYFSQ
#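 Assay system: Uncleavable procaspase-7 mutant enzyme; Input: 2 µM procaspase-7 mutant as dispensed; Also added: DEVD-pNA substrate; Medium: Zinc-free HEPES pH 7.4 with 300 mM NaCl, 0.01% Triton X-100; Timing: 1 h compound preincubation, 2 h substrate cleavage, 25 °C; Measured by: Epi-absorbance of released pNA at 405 nm, two timepoints.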
# An asterisk follows results filed as active. This is a subset; rates above refer to the full screens.
SMILES,Yeast superoxide,procasp3 activ,proCasp7 act
CC(C)N(C(=O)[C@H]1C[C@H](CC(=O)NCc2ccco2)C(=O)N2CCc3c([nH]c4cc(CCC(=O)N(C)C)ccc34)[C@]12C)C(C)C,98.4,4.9,1.6
C[C@]12c3[nH]c4ccc(Cl)cc4c3CCN1C(=O)[C@@H](CC(=O)NCCc1ccccn1)C[C@@H]2C(=O)N1CCOCC1,97.1,-3.7,8.0
COc1ccc(C2CC(C(C)(C)C)=NN2c2ccc(S(N)(=O)=O)cc2)cc1 (centres undefined),84.2,11.2,8.5
CCN(CC)C(=O)[C@H]1C[C@H](CC(=O)NC(C)(C)C)C(=O)N2CCc3c([nH]c4cc(CCC(=O)N(C)C)ccc34)[C@]12C,100.4,-2.4,9.3
O=C1[C@H]2CCC=C[C@H]2[C@H](c2cccc(Br)c2)N1Cc1ccccc1,85.4,1.6,4.7
CCN1C(=O)[C@H]2[C@H]3CN=C(SCc4ccc(Cl)cc4)N3[C@@](Cc3ccccc3)(C(=O)OC)[C@H]2C1=O,123.9,2.4,0.0
COc1ccc(-c2noc(CCC(=O)N3CCN(c4ccccc4OC)CC3)n2)cc1,101.1,-0.1,-1.1
CCOC(=O)C1=CN(Cc2ccco2)S(=O)(=O)N(C)C1c1ccccc1 (centres undefined),100.2,-1.8,-10.4
COc1ccc(-c2noc(CCC(=O)N3CCN(c4ccc(Cl)cc4)CC3)n2)cc1,97.5,-0.3,5.7
C[C@@H](c1ccccc1)N1Cc2ccccc2Oc2cc(Br)ccc2S1(=O)=O,88.0,-1.7,8.0
CCOC(=O)C1=CN(Cc2cccc(-c3cccnc3)c2)S(=O)(=O)N(C)C1C (centres undefined),101.1,2.4,-14.8
COc1ccc2[nH]c3c(c2c1)CCN1C(=O)C(CC(=O)NCc2ccc(OC)c(OC)c2)C[C@H](C(=O)N(C(C)C)C(C)C)[C@@]31C (some centres undefined),112.1,-4.8,-1.6
COCCCNC(=O)C[C@H]1C[C@H](C(=O)N(C(C)C)C(C)C)[C@@]2(C)c3[nH]c4ccc(Cl)cc4c3CCN2C1=O,109.2,3.8,16.8
CC(C)N(C(=O)[C@H]1C[C@H](CC(=O)NCCN2CCOCC2)C(=O)N2CCc3c([nH]c4cc(CCC(=O)N(C)C)ccc34)[C@]12C)C(C)C,97.8,-3.0,-203.8
CC[C@]12c3[nH]c4cc(-c5ccco5)ccc4c3CCN1C(=O)[C@@H](CC(=O)NCC13CC4CC(CC(C4)C1)C3)C[C@@H]2C(=O)N1CCN(C(=O)C2CC2)CC1,101.7,-12.9,2.5
COc1ccc(C2/C=C\CN3CCC[C@H]3C(=O)N2Cc2ccc(F)cc2)cc1 (some centres undefined),94.3,-5.9,9.1
COc1cc(C(CCN2CCOCC2)c2c(OC)cc(OC)c3c(-c4ccccc4)cc(=O)oc23)cc(OC)c1OC (centres undefined),87.9,-4.5,7.4
O=C(CCc1ccccc1)N[C@@H]1c2ccccc2CC[C@@H]1OCc1ccccc1,96.3,-5.0,-5.0
CCCNC(=O)CCNC(=O)[C@H](O)C(C)(C)CO,98.4,-0.6,-6.3
CC[C@]12c3[nH]c4cc(-c5ccco5)ccc4c3CCN1C(=O)[C@@H](CC(=O)NCCCn1ccnc1)C[C@@H]2C(=O)N1CCN(C(=O)C2CC2)CC1,121.2,4.4,6.6

# Part of the list above in order of molar mass, lowest first.
SMILES,Yeast superoxide,procasp3 activ,proCasp7 act
COc1ccc(C2/C=C\CN3CCC[C@H]3C(=O)N2Cc2ccc(F)cc2)cc1 (some centres undefined),94.3,-5.9,9.1
COc1ccc2[nH]c3c(c2c1)CCN1C(=O)C(CC(=O)NCc2ccc(OC)c(OC)c2)C[C@H](C(=O)N(C(C)C)C(C)C)[C@@]31C (some centres undefined),112.1,-4.8,-1.6
CC(C)N(C(=O)[C@H]1C[C@H](CC(=O)NCCN2CCOCC2)C(=O)N2CCc3c([nH]c4cc(CCC(=O)N(C)C)ccc34)[C@]12C)C(C)C,97.8,-3.0,-203.8

# (cont.)
SMILES,Yeast superoxide,procasp3 activ,proCasp7 act
C[C@]12c3[nH]c4ccc(Cl)cc4c3CCN1C(=O)[C@@H](CC(=O)NCCC1=CCCCC1)C[C@@H]2C(=O)N1CCOCC1,114.3,-2.3,-6.5
CCCCCCN(C(=O)CCCCCN1C(=O)NC(c2ccc([N+](=O)[O-])cc2)C(C(=O)OCc2ccccc2)=C1C)C(C(=O)NCCCC)C1CCCCC1 (centres undefined),94.7,-7.7,-6.0
COc1ccc(CNC(=O)C[C@H]2C[C@H](C(=O)N3CCCCC3)[C@@]3(C)c4[nH]c5cc(-c6ccco6)ccc5c4CCN3C2=O)cc1OC,97.9,-8.4,-4.7
COC(=O)[C@@]1(C)[C@H]2C(=O)N(Cc3ccccc3)C(=O)[C@H]2[C@H]2CN=C(SCc3ccc(C)cc3)N21,106.6,0.7,-5.0
O=C(NCCC(=O)N1O[C@@H]2C=C[C@H]1C2)OCC1c2ccccc2-c2ccccc21,101.3,-17.2,-10.4
O=C1c2ccccc2C(=O)N1CCCc1cn(C[C@H]2CC[C@H](Cn3cc(CCCN4C(=O)c5ccccc5C4=O)nn3)O2)nn1,113.9,2.4,1.5
Nc1ncnc2c1ncn2[C@@H]1O[C@H](CNC(=O)[C@@H](N)COCc2ccccc2)[C@@H](O)[C@H]1O,98.1,-4.1,-2.9
COCCCNC(=O)C[C@H]1C[C@H](C(=O)N(C(C)C)C(C)C)[C@@]2(C)c3[nH]c4cc(CCC(=O)N(C)C)ccc4c3CCN2C1=O,98.8,-1.7,7.3
COc1ccccc1C1CC(=O)Oc2cc(C)cc(C)c21 (centres undefined),98.7,-4.2,-0.7
CC[C@]12c3[nH]c4cc(CCC(=O)N(C)C)ccc4c3CCN1C(=O)[C@@H](CC(=O)NCCc1ccccn1)C[C@@H]2C(=O)N1CCN(C(=O)c2ccco2)CC1,101.1,5.6,9.0
COc1cc(OC)cc(-c2sc3ccc(OC)cc3c2-c2ccc(OCCN3CCCCC3)cc2)c1,98.5,-3.5,6.4
CCN(CC)C(=O)[C@H]1C[C@H](CC(=O)NCCc2ccccn2)C(=O)N2CCc3c([nH]c4cc(CCC(=O)N(C)C)ccc34)[C@]12C,82.2,-2.5,8.4
CC(=O)c1ccsc1-c1c(C)cc2oc(=O)cc(-c3ccccc3)c2c1C,111.3,4.0,5.1
CC(=O)N(O)CCCCCNC(=O)CCC(=O)N(O)CCCCCNC(=O)CCC(=O)N(O)CCCCCNC(=O)CCC(=O)O,98.2,4.6,15.7
CC(C)(C)NC(=O)C[C@H]1C[C@H](C(=O)N2CCOCC2)[C@@]2(CCC3CCCC3)c3[nH]c4cc(-c5ccco5)ccc4c3CCN2C1=O,96.4,-11.5,7.2
CC[C@@H]1C(c2ccc(F)cc2)=NN(c2ccc(Br)cc2)[C@H]1C(=O)N1CCOC1=O,119.2,-1.0,6.9
C[C@]12c3[nH]c4ccc(Cl)cc4c3CCN1C(=O)[C@@H](CC(=O)NCc1cccc(C(F)(F)F)c1)C[C@@H]2C(=O)N1CCOCC1,95.8,3.9,13.0
COC(=O)C[C@H](NC(=O)Cn1cnc2c(NCc3ccccc3)ncnc21)C(=O)OC,103.3,6.5,3.8
CCCCCCCCCC(=O)N[C@@H]1c2cc(OC)c(OC)cc2C[C@H]1OCc1ccccc1,101.6,0.0,10.8
COCCCNC(=O)C[C@H]1C[C@H](C(=O)N2CCCCC2)[C@@]2(CCc3ccccc3)c3[nH]c4cc(-c5ccco5)ccc4c3CCN2C1=O,86.6,-1.2,8.7
COc1ccc(C2CC(c3ccccc3Br)=NN2c2ccc(S(N)(=O)=O)cc2)cc1 (centres undefined),100.0,20.7,16.4
CC[C@]12c3[nH]c4ccc(OC)cc4c3CCN1C(=O)C(CC(=O)NCCc1ccccn1)C[C@@H]2C(=O)N1CCN(C(=O)C2CC2)CC1 (some centres undefined),100.7,-6.0,7.4
COC(=O)C(C(C)C)N(Cc1cc(OC)cc(OC)c1)S(=O)(=O)CCl (centres undefined),86.2,0.6,1.9
Cc1ccc(C)c(N2CCN(C(=O)CCc3nc(-c4ccc(F)cc4)no3)CC2)c1,110.5,-0.2,-2.2
O=C1c2ccccc2[C@@H]2C[C@@H](O)[C@H](Nc3ccccc3)CCN12,84.4,3.4,12.9
CC[C@@H](C)[C@H](N)C(=O)NC[C@H]1O[C@@H](n2cnc3c(N)ncnc32)[C@H](O)[C@@H]1O,95.9,-3.8,3.5
COc1ccc2c(c1)OC(=O)CC2c1ccccc1OC (centres undefined),92.2,-1.7,4.3
OC[C@@H]1[C@@H](c2ccccc2)C(c2cccc(Cl)c2)=NN1c1ccccc1,98.0,18.2,7.8
COc1ccccc1[C@@H]1C(c2cccc(C)c2)=NN(c2ccc(Br)cc2)[C@H]1C(=O)N1CCOC1=O,105.5,17.4,20.4
CC[C@]1(C(=O)OC)[C@H]2C(=O)N(C)C(=O)[C@H]2[C@H]2CN=C(SCc3ccc(C#N)cc3)N21,103.1,10.2,-1.1
CN(C)C(=O)CCc1ccc2c3c([nH]c2c1)[C@]1(C)[C@@H](C(=O)N2CCOCC2)C[C@H](CC(=O)NCCCn2ccnc2)C(=O)N1CC3,116.2,-1.4,12.1
COc1ccc2cc(C[C@@H]3CC[C@@H](CNC(N)=O)O3)ccc2c1,95.0,-2.3,6.4
COC(=O)[C@@]1(Cc2ccccc2)[C@H]2C(=O)N(Cc3ccccc3)C(=O)[C@H]2[C@H]2CN=C(SCc3ccc(C#N)cc3)N21,110.6,-1.1,1.7
COc1cc(OC)c2c(-c3ccccc3)cc(=O)oc2c1C(CCN1CCOCC1)c1ccc2c(c1)OCO2 (centres undefined),92.4,-4.5,8.7
COc1ccc(-c2c(C)cc3oc(=O)cc(-c4ccccc4)c3c2C)cc1OC,111.3,-0.9,12.2
COc1ccc(-c2cccc(-c3cc(=O)oc4ccc(C(C)(C)C)cc34)c2)cc1,104.1,3.2,5.6
CCN(CC)C(=O)[C@H]1CC(CC(=O)NCc2ccc(OC)c(OC)c2)C(=O)N2CCc3c([nH]c4ccc(OC)cc34)[C@]12C (some centres undefined),90.5,-30.4,6.3
COc1cccc(-c2noc(CCC(=O)N3CCN(c4cc(C)ccc4C)CC3)n2)c1,97.1,-7.0,-1.9
COc1ccc(CNC(=O)C[C@H]2C[C@H](C(=O)N3CCOCC3)[C@@]3(C)c4[nH]c5ccc(Cl)cc5c4CCN3C2=O)cc1OC,81.7,2.0,3.7
O=C(C[C@H]1C[C@H](C(=O)N2CCOCC2)[C@@]2(CCC3CCCC3)c3[nH]c4ccc(Cl)cc4c3CCN2C1=O)NCc1ccco1,106.5,-0.9,-19.8

# 3 entries from above, with two lines to a compound:
# Values run as follows: Yeast superoxide	procasp3 activ	proCasp7 act
CCN(CC)C(=O)[C@H]1CC(CC(=O)NCc2ccc(OC)c(OC)c2)C(=O)N2CCc3c([nH]c4ccc(OC)cc34)[C@]12C (some centres undefined)
  90.5	-30.4	6.3
COC(=O)[C@@]1(Cc2ccccc2)[C@H]2C(=O)N(Cc3ccccc3)C(=O)[C@H]2[C@H]2CN=C(SCc3ccc(C#N)cc3)N21
  110.6	-1.1	1.7
COc1cccc(-c2noc(CCC(=O)N3CCN(c4cc(C)ccc4C)CC3)n2)c1
  97.1	-7.0	-1.9

# Next part
SMILES,Yeast superoxide,procasp3 activ,proCasp7 act
O=C1[C@@H](Oc2ccccc2)[C@@H](c2cnc3ccccc3c2)N1c1ccccc1,105.8,4.9,12.8
COc1ccc(C2CC(=O)Oc3cc(C)c(Cl)cc32)cc1 (centres undefined),103.7,8.1,-3.7
COc1ccccc1-c1sc2ccccc2c1-c1ccc(OCCN2CCOCC2)cc1,94.8,-3.4,0.8
COc1ccc(CN2CC(COCc3ccccc3)Oc3ccccc3S2(=O)=O)cc1 (centres undefined),76.4,-5.5,1.3
O=C(C[C@H]1C[C@H](C(=O)N2CCCCC2)[C@@]2(CCc3ccccc3)c3[nH]c4ccc(Cl)cc4c3CCN2C1=O)NCCc1ccccn1,85.6,1.9,-5.1
CC(C)(C)NC(=O)C(c1ccc(-c2ccccc2)cc1)N(C[C@H]1CC[C@@H]([C@@H]2CC[C@H](CO)O2)O1)C(=O)c1ccc(-c2ccccc2)cc1 (some centres undefined),90.0,6.2,0.0
COC(=O)Cn1cnc2c(Cl)nc(F)nc21,96.3,-11.2,-5.9
COc1ccc(CC(=O)N[C@@H]2c3ccccc3CC[C@@H]2OCc2ccccc2)cc1,98.0,2.5,-5.1
CC[C@]1(C(=O)OC)[C@H]2C(=O)N(Cc3ccccc3)C(=O)[C@H]2[C@H]2CN=C(SCc3ccccc3)N21,98.8,-5.9,-6.8
Cc1ccc(C(=O)NC(CCc2ccccc2)C(=O)O)cc1 (centres undefined),110.9,-7.0,2.8
Cn1c(=O)c2c(ncn2CC(=O)NC[C@H]2O[C@@H](n3cnc4c(N)ncnc43)[C@H](O)[C@@H]2O)n(C)c1=O,102.6,3.0,-7.6
COc1ccc(-c2noc(CCC(=O)N3CCN(c4ccc(C(F)(F)F)cc4)CC3)n2)cc1,91.8,-1.9,-3.9
